Arr AP2 block: human beta-arrestin and AP2 interaction inhibition; FITC-arrestin peptide / GST-AP2 beads, flow cytometry; AP2 beta2 appendage carries R879A mutation; inhibition, % at 10 µM; actives 0.31% (n = 340,000); AID 504490;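 active = inhibition above a set limit, near 3 SD of compounds lacking own fluorescence, cut at about 54% in these data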;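 also: plate controls were DMSO wells for no effect and 5 µM unlabelled arrestin peptide for full effect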
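System: GST-AP2 R879A glutathione beads | Also added: FITC-arrestin peptide, 50 nM | Times: 12 min plus 1 h, RT | Signal: Bead flow cytometry, FITC channel | Buffer or medium: PBS with 0.05% Tween 20 and 0.1% BSA | Read-out basis: Percent drop in bead-associated FITC signal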
SR-BI DiI-HDL act: SR-BI HDL lipid transfer activation. CHO ldlA[mSR-BI] cells, DiI-HDL uptake fluorescence, 3 h; 100 = double the neutral-control signal. activation, % at 12.5 µM. actives 0.096% (n = 320,000);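 active = mean replicate activation of at least 60% and every replicate at or above 60%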;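 also: 0% = median plate neutral-control signal and 100% = twice that signal; values of inactives mirror those of a sister screen read the other way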
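Test system: SR-BI-overexpressing, LDLR-lacking CHO cells; Medium: Ham's F12 with 0.5% BSA, HEPES 25 mM, pH 7.4; Schedule: 3 h, 37 °C; Technique: bottom-read fluorescence, 550/595 nm.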
CDK5 p35 inh: CDK5/p35 (human) kinase inhibition | Q00535+Q15078 | Recombinant CDK5/p35, ADP-Glo luminescence, 60 min | inhibition, % at 10 µM | actives 0.01% (n = 330,000) | AID 488839;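 active = highest replicate inhibition of at least 50% and at least 75% of replicates reaching 50%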;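 also: plate controls were DMSO neutral control for no effect and GW8510 at 10 µM for full effect; many of its hits are not listed in these tables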
Target sequence (Q00535 whole entry, looked up): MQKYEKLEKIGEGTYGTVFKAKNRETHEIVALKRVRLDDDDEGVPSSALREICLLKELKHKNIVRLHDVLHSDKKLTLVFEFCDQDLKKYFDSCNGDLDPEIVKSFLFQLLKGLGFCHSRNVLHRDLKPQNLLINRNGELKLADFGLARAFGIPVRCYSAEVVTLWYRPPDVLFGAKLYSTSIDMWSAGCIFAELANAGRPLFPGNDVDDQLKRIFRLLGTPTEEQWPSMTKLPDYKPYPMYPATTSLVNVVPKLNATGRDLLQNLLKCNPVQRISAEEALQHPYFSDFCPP
Target sequence (Q15078 whole entry, looked up): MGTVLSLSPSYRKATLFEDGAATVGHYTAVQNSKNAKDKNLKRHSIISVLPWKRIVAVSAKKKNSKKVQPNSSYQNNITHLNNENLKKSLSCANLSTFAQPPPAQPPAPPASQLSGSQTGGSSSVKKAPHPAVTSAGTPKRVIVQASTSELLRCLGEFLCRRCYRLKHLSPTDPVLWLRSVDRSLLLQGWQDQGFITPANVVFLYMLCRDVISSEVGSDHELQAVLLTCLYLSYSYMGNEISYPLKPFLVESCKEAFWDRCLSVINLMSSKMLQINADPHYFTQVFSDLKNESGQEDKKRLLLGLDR
NSD2 HMT inh: blocks human histone methyltransferase NSD2; O96028; NSD2 peptide methylation, AlphaScreen, 120 min; inhibition, % at 12.5 µM; actives 0.54% (n = 310,000); in the data active = inhibition above about 50%
PKA-R1A act: PKA-R1A complex activation; PKA-R1A dissociation, Cy5-IP20 fluorescence polarization; scaled: DMSO 0%, 113 µM cGMP 100%; activation, % at 11.4 µM; actives 0.083% (n = 340,000); P00514+P68181;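 active = percent activation above the mean of all tested compounds plus 3 SD, cut at about 19% in these data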;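 also: higher means more PKAc released from R1A so a rise in polarization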
MITF TRPM1 HTS: increases MITF-driven TRPM1 promoter luciferase signal; SK-MEL-5 TRPM1-promoter luciferase, 24 h; % of positive control, neutral wells = 0; activation, % at 12.5 µM; actives 0.75% (n = 300,000); AID 588334;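 active = mean activation of at least 80% with every replicate also reaching 80%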;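 also: 0% = neutral control wells and 100% = parthenolide positive control wells; values of inactives mirror those of a sister screen read the other way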
dFosB act: activators of mouse delta FosB homodimer; P13346; purified delta FosB, TAMRA-CDK5 oligo fluorescence polarization; percent of positive-control signal above neutral wells; activation, % at 25 µM; actives 0.99% (n = 340,000); AID 493131;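 active = mean activation above about 17%, with every replicate also reaching it, limit read from the data, passing the limit was not always enough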;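 also: fluorescence polarization rise as delta FosB binds a TAMRA Cdk5 AP-1 oligo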
SR-BI DiI inh: inhibitors of mouse SR-BI mediated HDL lipid uptake; ldlA[mSR-BI] CHO cells, DiI-HDL uptake fluorescence, 3 h; AID 488896; actives 0.96% (n = 320,000); inhibition, % at 12.5 µM; Q61009;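 active = mean replicate inhibition of at least 70% and a set share of replicates each scoring 70 or more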;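 also: 0% = median of neutral control wells and 100% = median of positive control wells; values of inactives mirror those of a sister screen read the other way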
SUMO Mot1 rescue: blocks SUMOylation pathway, rescuing yeast Mot1-301 growth | actives 1% (n = 320,000) | growth rescue, % at 18.8 µM | AID 2716 | S. cerevisiae Mot1-301 growth rescue, ATP luminescence, 38.5C; percent above DMSO median, 100 means doubled;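 active = every valid replicate shows activation above 250% relative to neutral control wells; inactive = the rest, any valid replicate at or below 250%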;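 also: OY570 slx delta 5 strain wells were the positive control but not used for scaling; some compounds called inactive have numbers as strong as hits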
PKA-R2B activ: activators of human PKA-R2B complex | PKA-R2B holoenzyme dissociation, Cy5-IP20 fluorescence polarization; R2B truncated from residue 108, S112A mutant; 0% DMSO only, 100% 113 µM cGMP | activation, % at 11.4 µM | actives 0.079% (n = 340,000) | AID 504700;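 active = activation above a cutoff set at the mean over all compounds plus 3 SD, cut at about 18% in these data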;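 also: higher means more holoenzyme dissociation and a rise in polarization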
Target sequence (P31323 whole entry, looked up, other chains not shown, the tested form may be a part): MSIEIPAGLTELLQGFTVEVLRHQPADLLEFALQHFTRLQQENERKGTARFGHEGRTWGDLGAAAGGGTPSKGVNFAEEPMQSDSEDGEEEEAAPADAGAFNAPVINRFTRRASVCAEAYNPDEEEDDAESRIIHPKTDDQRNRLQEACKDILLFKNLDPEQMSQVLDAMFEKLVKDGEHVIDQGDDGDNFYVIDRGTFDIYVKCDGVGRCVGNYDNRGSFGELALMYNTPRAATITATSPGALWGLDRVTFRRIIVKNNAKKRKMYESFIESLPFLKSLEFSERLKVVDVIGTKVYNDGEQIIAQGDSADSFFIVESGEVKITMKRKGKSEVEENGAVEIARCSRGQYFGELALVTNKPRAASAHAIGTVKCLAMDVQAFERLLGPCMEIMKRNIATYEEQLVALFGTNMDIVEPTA
Pemphigus Ab inh: blocks pemphigus antibody binding to human desmoglein-3 | P32926 | DSG3-coupled beads, scFv-anti-DSG3-GFP binding, flow cytometry; active compounds read low | binding (percent of control), % at 10 µM | actives 0.48% (n = 310,000) | AID 588358;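 active = binding more than 3 SD below its plate's average and above zero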;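 also: hits lower antibody fragment binding to DSG3; some compounds called inactive have numbers as strong as hits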
The depositor's hits bear a star.

Screening COc1ccccc1C(CC(=O)Nc1ccc(C)c(C)c1)c1ccc(OC(C)C)cc1 (stereo not drawn) returned Arr AP2 block -1, SR-BI DiI-HDL act -65, CDK5 p35 inh 0.7, NSD2 HMT inh -3, PKA-R1A act -9, MITF TRPM1 HTS -14, dFosB act 15, SR-BI DiI inh 65, SUMO Mot1 rescue -10, PKA-R2B activ 0 and Pemphigus Ab inh 85.
Cc1ccc(C(=O)Nc2sc3c(c2C(=O)O)CCCC3)o1 was read as Arr AP2 block -19, SR-BI DiI-HDL act 21, CDK5 p35 inh 0.3, NSD2 HMT inh -2, PKA-R1A act -16, MITF TRPM1 HTS 10, dFosB act -4, SR-BI DiI inh -21, SUMO Mot1 rescue 9, PKA-R2B activ -7 and Pemphigus Ab inh 106.
`COc1cccc(/C=N/NC(=O)CC2C(=O)NN=C2C)c1OC` (stereo not drawn) gave Arr AP2 block 2, SR-BI DiI-HDL act 15, CDK5 p35 inh 0.1, NSD2 HMT inh -1, PKA-R1A act 3, MITF TRPM1 HTS -8, dFosB act 0, SR-BI DiI inh -15, SUMO Mot1 rescue 0, PKA-R2B activ 8 and Pemphigus Ab inh 108.
`Cc1ccc(NC(=O)c2cc(C)nn2-c2ccccc2)cc1` gave Arr AP2 block 27, CDK5 p35 inh 0.2, PKA-R1A act 1, MITF TRPM1 HTS 17, dFosB act -5, SUMO Mot1 rescue -12, PKA-R2B activ 11 and Pemphigus Ab inh 104.
Screening Cc1cc(C)[n+](Cc2ccccc2)cc1C(N)=O returned Arr AP2 block 29, SR-BI DiI-HDL act 17, CDK5 p35 inh -0.8, NSD2 HMT inh -2, PKA-R1A act -5, MITF TRPM1 HTS -12, dFosB act 4, SR-BI DiI inh -17, SUMO Mot1 rescue 1, PKA-R2B activ 4 and Pemphigus Ab inh 113.
Screening Cc1[nH]n(-c2ccccc2)c(=O)c1N=Nc1ccccc1O returned Arr AP2 block 33, SR-BI DiI-HDL act -119, CDK5 p35 inh -0.8, PKA-R1A act -6, MITF TRPM1 HTS -44, dFosB act 2, SR-BI DiI inh 119*, PKA-R2B activ -9 and Pemphigus Ab inh 94.
For Cn1c(-c2ccc(F)cc2)cnc1SCC(=O)Nc1ccccc1 the results were Arr AP2 block 9, SR-BI DiI-HDL act 12, CDK5 p35 inh 2.9, NSD2 HMT inh 3, PKA-R1A act -9, MITF TRPM1 HTS 0, dFosB act -6, SR-BI DiI inh -12, SUMO Mot1 rescue -1, PKA-R2B activ 8 and Pemphigus Ab inh 104.
Screening COc1ccc(C(CC(=O)O)NC(=O)OC(C)(C)C)cc1 (stereo not drawn) returned Arr AP2 block -1, SR-BI DiI-HDL act 2, CDK5 p35 inh 1.1, NSD2 HMT inh -3, PKA-R1A act -9, MITF TRPM1 HTS 6, dFosB act 0, SR-BI DiI inh -2, SUMO Mot1 rescue -4, PKA-R2B activ -7 and Pemphigus Ab inh 94.
For COC(=O)c1ccc(CSc2nnc(NC(=O)C3CC(=O)N(Cc4ccc(C)cc4)C3)s2)cc1 (stereo not drawn) the results were Arr AP2 block 32, SR-BI DiI-HDL act 24, CDK5 p35 inh 1.0, NSD2 HMT inh -2, PKA-R1A act -11, MITF TRPM1 HTS -19, dFosB act -4, SR-BI DiI inh -24, SUMO Mot1 rescue 19, PKA-R2B activ -11 and Pemphigus Ab inh 102.
`Cc1cc(C)n2nc(SCCCC(=O)c3ccccc3)nc2n1` gave Arr AP2 block 6, SR-BI DiI-HDL act 10, CDK5 p35 inh -0.8, NSD2 HMT inh -1, PKA-R1A act -8, MITF TRPM1 HTS 5, dFosB act 0, SR-BI DiI inh -10, SUMO Mot1 rescue 231, PKA-R2B activ -2 and Pemphigus Ab inh 117.
For COC(=O)c1ccc(N2C(=O)CC(N3CCN(c4ccccc4)CC3)C2=O)cc1 (stereo not drawn) the results were Arr AP2 block -11, SR-BI DiI-HDL act -4, CDK5 p35 inh 0.7, NSD2 HMT inh 6, PKA-R1A act -11, MITF TRPM1 HTS 0, dFosB act -9, SR-BI DiI inh 4, SUMO Mot1 rescue -9, PKA-R2B activ -6 and Pemphigus Ab inh 105.
For O=C1NC(=O)C2(C=C(c3ccccc3)C(O)(c3ccccc3)C2)N1 (stereo not drawn) the results were Arr AP2 block 2, SR-BI DiI-HDL act -15, CDK5 p35 inh -1.9, NSD2 HMT inh 0, PKA-R1A act -12, MITF TRPM1 HTS -1, dFosB act -1, SR-BI DiI inh 15 and PKA-R2B activ -9.
COc1cccc(/C=C/c2onc(C)c2S(=O)(=O)N2CCC(C(=O)NC3CCCCCC3)CC2)c1 was read as Arr AP2 block -2, SR-BI DiI-HDL act 9, CDK5 p35 inh -0.9, NSD2 HMT inh -4, PKA-R1A act 2, MITF TRPM1 HTS -13, dFosB act 6, SR-BI DiI inh -9, SUMO Mot1 rescue 4, PKA-R2B activ -11 and Pemphigus Ab inh 98.
`Cc1cccc(NS(=O)(=O)c2ccc(-c3cnc(C4CC4)o3)cc2)c1` gave Arr AP2 block -11, SR-BI DiI-HDL act 2, NSD2 HMT inh 1, PKA-R1A act -9, MITF TRPM1 HTS -24, dFosB act -7, SR-BI DiI inh -2, SUMO Mot1 rescue -10, PKA-R2B activ -5 and Pemphigus Ab inh 100.
`Cc1onc(-c2ccccc2Cl)c1C(=O)Nc1ccccc1C(=O)NC(C)C` gave Arr AP2 block 3, SR-BI DiI-HDL act 6, CDK5 p35 inh 0.2, NSD2 HMT inh -2, PKA-R1A act -1, MITF TRPM1 HTS -15, dFosB act -9, SR-BI DiI inh -6, SUMO Mot1 rescue 7, PKA-R2B activ -11 and Pemphigus Ab inh 96.
COc1cccc(CN2CCN(C(=O)CCc3nnc(C4CCCCC4)o3)CC2=O)c1 was read as Arr AP2 block 0, CDK5 p35 inh 0.9, NSD2 HMT inh -1, PKA-R1A act 10, MITF TRPM1 HTS 4, dFosB act -7, SUMO Mot1 rescue -8, PKA-R2B activ 0 and Pemphigus Ab inh 101.
Cc1ccc(S(=O)(=O)Cc2ccc([N+](=O)[O-])cc2)cc1 was read as Arr AP2 block 8, SR-BI DiI-HDL act 34, CDK5 p35 inh -0.9, NSD2 HMT inh -2, PKA-R1A act -3, dFosB act 2, SR-BI DiI inh -34, SUMO Mot1 rescue inactive, PKA-R2B activ -8 and Pemphigus Ab inh 104.
CCOc1cc(C2C3=C(CCCC3=O)Nc3nc(C(=O)OC)nn32)ccc1OC (stereo not drawn) was read as Arr AP2 block 7, SR-BI DiI-HDL act 19, CDK5 p35 inh -1.2, NSD2 HMT inh -3, PKA-R1A act 9, MITF TRPM1 HTS -4, dFosB act -3, SR-BI DiI inh -19, SUMO Mot1 rescue 44 and PKA-R2B activ 4.
For CN(C)c1cc(-c2ccc(F)cc2)oc(=O)c1Cl the results were Arr AP2 block 4, SR-BI DiI-HDL act -32, CDK5 p35 inh -1.6, NSD2 HMT inh -4, PKA-R1A act 5, dFosB act -5, SR-BI DiI inh 32, SUMO Mot1 rescue 6, PKA-R2B activ -8 and Pemphigus Ab inh 119.
For Cc1nn(C2CCS(=O)(=O)C2)c(Cl)c1/C=C/C(=O)OCC(=O)c1c[nH]c2ccccc12 (stereo not drawn) the results were Arr AP2 block 37, SR-BI DiI-HDL act -58, CDK5 p35 inh 0.9, NSD2 HMT inh 3, PKA-R1A act -7, MITF TRPM1 HTS -25, dFosB act -15, SR-BI DiI inh 58, SUMO Mot1 rescue -7, PKA-R2B activ -2 and Pemphigus Ab inh 95.
O=C(C1CCCO1)N1CCN(C(=S)Nc2ccc(Cl)cc2Cl)CC1 (stereo not drawn) was read as Arr AP2 block 12, SR-BI DiI-HDL act 4, CDK5 p35 inh -1.7, NSD2 HMT inh -2, PKA-R1A act -5, MITF TRPM1 HTS 3, dFosB act -8, SR-BI DiI inh -4, SUMO Mot1 rescue -1, PKA-R2B activ 0 and Pemphigus Ab inh 94.
`O=C(COC(=O)c1ccc(F)cc1F)Nc1cc(S(=O)(=O)N2CCOCC2)ccc1Cl` gave Arr AP2 block -13, SR-BI DiI-HDL act 36, CDK5 p35 inh -1.1, NSD2 HMT inh -2, PKA-R1A act -1, MITF TRPM1 HTS 2, dFosB act -2, SR-BI DiI inh -36, PKA-R2B activ -6 and Pemphigus Ab inh 96.
Screening CCn1c(SCC(=O)N2CCCc3ccccc32)nc2cccnc21 returned Arr AP2 block 13, SR-BI DiI-HDL act -34, CDK5 p35 inh -0.2, NSD2 HMT inh 5, PKA-R1A act -1, MITF TRPM1 HTS -7, dFosB act -11, SR-BI DiI inh 34, SUMO Mot1 rescue -4 and PKA-R2B activ -3.
CCCc1nnc(NC(=O)CCC(=O)Nc2ccc(F)cc2)s1 was read as Arr AP2 block 9, SR-BI DiI-HDL act 27, CDK5 p35 inh -1.2, NSD2 HMT inh 0, PKA-R1A act -16, MITF TRPM1 HTS -14, dFosB act -5, SR-BI DiI inh -27, SUMO Mot1 rescue 432, PKA-R2B activ 0 and Pemphigus Ab inh 85.
`Cc1sc2ncnc(NCC3(N4CCOCC4)CCCCC3)c2c1C` gave Arr AP2 block 2, SR-BI DiI-HDL act 11, CDK5 p35 inh 0.8, NSD2 HMT inh -2, PKA-R1A act -2, MITF TRPM1 HTS -4, dFosB act -9, SR-BI DiI inh -11, SUMO Mot1 rescue -6 and PKA-R2B activ 1.
Screening CC(=O)Nc1ccc(NC(=O)Nc2cc(C)cc(C)c2)cc1 returned Arr AP2 block -4, SR-BI DiI-HDL act 0, CDK5 p35 inh 1.0, NSD2 HMT inh -2, dFosB act 6, SR-BI DiI inh 0, SUMO Mot1 rescue 7 and Pemphigus Ab inh 92.

Molecules above that contain an NH in an aromatic ring, in the order listed:
Screening Cc1[nH]n(-c2ccccc2)c(=O)c1N=Nc1ccccc1O returned Arr AP2 block 33, SR-BI DiI-HDL act -119, CDK5 p35 inh -0.8, PKA-R1A act -6, MITF TRPM1 HTS -44, dFosB act 2, SR-BI DiI inh 119*, PKA-R2B activ -9 and Pemphigus Ab inh 94.
For Cc1nn(C2CCS(=O)(=O)C2)c(Cl)c1/C=C/C(=O)OCC(=O)c1c[nH]c2ccccc12 (stereo not drawn) the results were Arr AP2 block 37, SR-BI DiI-HDL act -58, CDK5 p35 inh 0.9, NSD2 HMT inh 3, PKA-R1A act -7, MITF TRPM1 HTS -25, dFosB act -15, SR-BI DiI inh 58, SUMO Mot1 rescue -7, PKA-R2B activ -2 and Pemphigus Ab inh 95.
